# High-throughput results as filed in PubChem BioAssay.
# ERG Ets-DNA blk: qHTS for Small Molecule Inhibitors of the ERG Ets/DNA interaction; Transcriptional regulator ERG (Homo sapiens), P11308; fluorescence polarization, His-ERG Ets domain / labelled DNA; Potency, µM (doses to about 76.9 µM), inactives show at the top dose FP activity, negative = inhibition, actives largely listed as inhibitors; 370,000 compounds, 0.028% hits; active = well fitted inhibition curve with a large enough effect in the polarisation, with a control signal flat; inconclusive = small, poorly fitted or top-dose-only effect, or effect the other way, or a change in a side signal; inactive = no such curve, though single readings can be large or run the other way; the % refers to the polarisation;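 also: polarization taken with two DNA probes labelled with fluorescein and Texas red; potency is read from the fitted curve at half-maximal effect; % of control where 0% means no effect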
#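 His-tagged ERG Ets domain (1 uM in the protein solution; 300mM KCl, 50mM Tris-HCl, 1mM EDTA, 1mM DTT, pH 7.5) received compound, then a probe mix of 5 nM fluorescein-DNA and 100nM Texas-615-DNA. Fluorescence polarization was read for both dyes.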
# HP1b binding inh: HTS for Inhibitors of HP1-beta Chromodomain Interactions with Methylated Histone Tails; AlphaScreen HP1-beta / biotin-H3K9me3 peptide binding; Potency, µM (top dose mostly 114 µM), without a hit: top-dose activity change, negative = inhibition, usual class: inhibitors; 390,000 compounds, 0.56% hits; AID 540317, 2011; also: potency is read from the fitted curve at half-maximal effect; nearly all actives have a fitted effect of over 70% in size; inactives centre near 23
#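 AlphaScreen: HP1-beta (50 nM) preformed 30 min with biotin-H3(1-18)K9me3 peptide (50 nM) in PBS pH 7.4, 0.01% Tween-20. Compound added for 30 min at RT, then streptavidin donor/nickel chelate acceptor beads (10 ug/mL) for 30 min.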
# GLS inh: qHTS for Inhibitors of Glutaminase (GLS); GLS enzymatic activity, qHTS titration; Potency, µM (titrated, usually from 45.5 µM), for the others: at the top dose activity change, negative = inhibition, hits mostly inhibitors; 410,000 compounds, 0.21% hits; also: potency is read from the fitted curve at half-maximal effect; % is scaled to controls: 0 for no effect and ±100 for the full control effect
# Target sequence (O94925 whole entry, looked up): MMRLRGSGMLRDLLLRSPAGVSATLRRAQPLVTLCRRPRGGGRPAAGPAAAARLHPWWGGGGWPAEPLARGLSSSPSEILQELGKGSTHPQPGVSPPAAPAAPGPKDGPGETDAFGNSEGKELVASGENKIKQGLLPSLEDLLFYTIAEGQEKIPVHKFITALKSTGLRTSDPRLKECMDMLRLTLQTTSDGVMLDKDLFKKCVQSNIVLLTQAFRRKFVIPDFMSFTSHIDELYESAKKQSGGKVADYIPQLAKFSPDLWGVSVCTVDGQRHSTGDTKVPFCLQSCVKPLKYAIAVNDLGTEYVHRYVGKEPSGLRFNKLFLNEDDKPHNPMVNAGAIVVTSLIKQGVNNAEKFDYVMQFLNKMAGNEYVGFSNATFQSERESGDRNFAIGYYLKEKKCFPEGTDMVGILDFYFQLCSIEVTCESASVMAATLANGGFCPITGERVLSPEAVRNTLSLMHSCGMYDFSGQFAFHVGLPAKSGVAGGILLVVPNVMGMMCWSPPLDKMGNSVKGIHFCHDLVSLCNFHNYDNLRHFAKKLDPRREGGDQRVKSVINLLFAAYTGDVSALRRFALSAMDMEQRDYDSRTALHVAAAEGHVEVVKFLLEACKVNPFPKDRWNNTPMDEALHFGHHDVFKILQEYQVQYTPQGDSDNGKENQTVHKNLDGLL
#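 Assay buffer: 45 mM KH2PO4 pH 8.2, 0.02% Tween-20. hKGA acts on L-glutamine (1 mM solution added); product glutamate is reported by an oxidase/peroxidase Amplex Red coupling, with fluorescence taken at baseline and 30 min.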
# JMJD2A Tudor: qHTS Assay for Inhibitors of JMJD2A-Tudor Domain. AID 504339, 2011. Lysine-specific demethylase 4A (Homo sapiens), O75164. 390,000 compounds, 4.4% hits. AlphaScreen JMJD2A-Tudor / H3K4me3 peptide binding. Potency, µM (doses to about 114 µM), without a hit: top-dose activity change, negative = inhibition, actives largely listed as inhibitors; also: potency is read from the fitted curve at half-maximal effect; % is scaled to controls: 0 for no effect and ±100 for the full control effect; nearly all actives have a fitted effect of over 50% in size
# Pin1 inh: qHTS Assay to Find Inhibitors of Pin1; Peptidyl-prolyl cis-trans isomerase NIMA-interacting 1 (Homo sapiens), Q13526; Pin1 FP peptide displacement, HiFluor488, 10 min; Potency, µM (titrated, usually from 115 µM), inactives show top-dose activity, negative = inhibition, hits mostly inhibitors; 390,000 compounds, 0.009% hits; AID 504891, 2011; active = well fitted inhibition curve with a large enough effect in the polarisation, with a control signal flat, not every such curve was filed as active; inconclusive = small, poorly fitted or top-dose-only effect, or effect the other way, or a change in a side signal; inactive = no such curve, though single readings can be large or run the other way; the % refers to the polarisation; also: potency is read from the fitted curve at half-maximal effect; % is scaled to controls: 0 for no effect and ±100 for the full control effect
# PGK inhibitor: qHTS Assay to Find Inhibitors of Phosphoglycerate Kinase; Potency, µM (highest dose often 57.5 µM), for the others: at the top dose activity change, negative = inhibition, usual class: inhibitors; Phosphoglycerate kinase, glycosomal (Trypanosoma brucei brucei), P07378; 380,000 compounds, 0.043% hits; AID 602233, 2012; PGK/GAPDH coupled, Kinase-Glo luminescence, 60 min; also: potency is read from the fitted curve at half-maximal effect; % is scaled to controls: 0 for no effect and ±100 for the full control effect; nearly all actives have a fitted effect of over 60% in size
#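 Recombinant glycosomal PGK reaction used 1,3-bisphosphoglycerate generated in-well by GAPDH (100nM final) in 100mM TEA pH 7.6, 5mM MgCl2, 0.01% Tween-20. After 60 minutes at room temperature, ATP was read by Kinase-Glo Plus luminescence end-point.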
# PI4K2A inh: qHTS for small molecular inhibitors of PI4K2A. 420,000 compounds, 0.13% hits. activity change, negative = inhibition, % at 76.9 µM. Phosphatidylinositol 4-kinase type 2-alpha (Homo sapiens), Q9BTU6. purified PI4K2A, ADP-Glo luminescence, 1 h; stronger effect = lower value; in the data active = activity change below about -50%; inconclusive = mostly about -30% to -49%;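 also: -100% = wells without enzyme as full effect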
#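 Compounds are screened against recombinant PI4K2A using PI as substrate and ATP, the latter dispensed at 300 microM. Reactions run one hour at ambient temperature before ADP-Glo detection; full inhibition defined by wells lacking enzyme.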
# G9a inh: qHTS Assay for Inhibitors of Histone Lysine Methyltransferase G9a; Histone-lysine N-methyltransferase EHMT2 (Homo sapiens), Q96KQ7; G9a H3K9 monomethylation, AlphaScreen, 2 h; Potency, µM (top dose mostly 102 µM), for the others: at the top dose activity, negative = inhibition, most hits filed as inhibitors; 350,000 compounds, 8.8% hits; also: potency is read from the fitted curve at half-maximal effect; % is scaled to controls: 0 for no effect and ±100 for the full control effect; nearly all actives have a fitted effect of over 75% in size
# Target sequence (Q96KQ7 913-1193 limits assumed): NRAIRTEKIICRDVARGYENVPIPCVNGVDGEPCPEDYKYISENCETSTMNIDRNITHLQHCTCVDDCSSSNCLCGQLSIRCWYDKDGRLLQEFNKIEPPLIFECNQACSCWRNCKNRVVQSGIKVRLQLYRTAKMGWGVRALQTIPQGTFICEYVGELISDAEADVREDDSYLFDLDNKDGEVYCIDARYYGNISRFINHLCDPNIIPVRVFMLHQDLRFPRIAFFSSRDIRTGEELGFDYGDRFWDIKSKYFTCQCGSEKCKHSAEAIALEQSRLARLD
#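 G9a (20 nM) was preincubated 15 min with compound, then reacted 2 h at room temperature with 500 nM biotin-H3K9 peptide and 20 µM SAM. Monomethyl-H3K9 detected by AlphaScreen using anti-H3K9me1 antibody.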
# BAZ2B block: qHTS Assay for Inhibitors of BAZ2B; Bromodomain adjacent to zinc finger domain protein 2B (Homo sapiens), Q9UIF8; AlphaScreen BAZ2B-H3K14Ac peptide displacement; Potency, µM (titrated, usually from 114 µM), inactives show top-dose activity change, negative = inhibition, actives largely listed as inhibitors; 360,000 compounds, 4.4% hits; AID 504333, 2011; also: potency is read from the fitted curve at half-maximal effect; % is scaled to controls: 0 for no effect and ±100 for the full control effect; nearly all actives have a fitted effect of over 60% in size
#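 Complex of BAZ2B and biotin-H3K14Ac (50 nM apiece) forms over 30 min at RT, then faces library compounds up to 110 uM for another 30 min; AlphaScreen beads added, 20 min dark incubation, luminescence read.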
# Numbers without * were called inactive; i = inactive; u = inconclusive; x = no result given; & = joins results of further samples; [ ] = another dose, or the depositor's remark. Unless noted, calls follow the shape of the dose curve; as a rule, active = well fitted curve in the direction sought with a large enough effect; inconclusive = small, poorly fitted or top-dose-only effect, or another doubt; inactive = no such curve, though single readings can be large; an effect the other way counts as inactive or inconclusive.
# The opening 5 compounds as a preview:
nr	SMILES	PGK inhibitor	BAZ2B block	Pin1 inh	HP1b binding inh	JMJD2A Tudor	G9a inh	PI4K2A inh	GLS inh	ERG Ets-DNA blk
1	O=C(NCc1ccccn1)C1CCN(S(=O)(=O)c2cccs2)CC1	i	2%	-7%	24%	-4%	-25%	2	-1%	4%
2	CC(=O)c1ccc2c(c1)N(C)c1ccccc1S2	-7%	223%[activator]	13%	456%[activator]	151%[activator][57.1 µM]	160%[activator][59 µM]	2	29%	7%
3	CC(C)Oc1ccc(C2CC(=O)N(c3ccc(C(=O)O)cc3)C2=O)cc1 (centres undefined)	-9%	2%	-4%	30%	-8%	-11%[59 µM]	-6	0%	0%
4	Cc1nn(C(C)C(=O)NCc2ccccc2Cl)c(=O)c2c1sc1ccccc12 (centres undefined)	-1%	-18%	31%[activator]	30%	1%	-3%[59 µM]	5	-8%	-5%
5	CN(Cc1ccccc1)C(=O)CN(Cc1ccccc1)S(C)(=O)=O	i	-5%	-1%	4%	-12%	3%[59 µM]	-1	10%	8%

# The listing, from the start:
nr	SMILES	PGK inhibitor	BAZ2B block	Pin1 inh	HP1b binding inh	JMJD2A Tudor	G9a inh	PI4K2A inh	GLS inh	ERG Ets-DNA blk
1	O=C(NCc1ccccn1)C1CCN(S(=O)(=O)c2cccs2)CC1	i	2%	-7%	24%	-4%	-25%	2	-1%	4%
2	CC(=O)c1ccc2c(c1)N(C)c1ccccc1S2	-7%	223%[activator]	13%	456%[activator]	151%[activator][57.1 µM]	160%[activator][59 µM]	2	29%	7%
3	CC(C)Oc1ccc(C2CC(=O)N(c3ccc(C(=O)O)cc3)C2=O)cc1 (centres undefined)	-9%	2%	-4%	30%	-8%	-11%[59 µM]	-6	0%	0%
4	Cc1nn(C(C)C(=O)NCc2ccccc2Cl)c(=O)c2c1sc1ccccc12 (centres undefined)	-1%	-18%	31%[activator]	30%	1%	-3%[59 µM]	5	-8%	-5%
5	CN(Cc1ccccc1)C(=O)CN(Cc1ccccc1)S(C)(=O)=O	i	-5%	-1%	4%	-12%	3%[59 µM]	-1	10%	8%
6	COc1ccc(S(=O)(=O)Nc2cc3c4c(oc3c3ccccc23)CCCC4=O)cc1	i	-19%	10%	11%	-29%	u	7	17%	3%
7	COc1ccc(NC(=O)c2ccc(CN3CCc4ccccc4C3)cc2)cc1OC	-3%	-23%	-1%	10%	-1%	71µM*	1	0%	13%
8	CN1C(=S)SC(C)(C)C1N(O)C(=O)Nc1ccc(Cl)cc1 (centres undefined)	-9%	29%	-5%	1%	-14%[11.4 µM]	40%	1	u	7%
9	FC(F)Sc1ccc(NC(=S)NC(c2ccccc2)c2ccccc2)cc1	-30%	4%	-4%	52%[activator]	-5%	22%	3	4%	7%
10	Cc1cccc(NC(=O)CCNC(=O)c2ccc(Br)cc2)c1C	7%	-17%	3%	u	-6%	13%	4	6%	-5%
11	COC(=O)c1sc2nc3c(cc2c1N)CCCC3	-2%	0%	-1%	69%[activator]	-4%	23%	-1	1%	5%
12	CCc1nc(Nc2ccccc2O)c2oc3ccccc3c2n1	-2%	79µM*	-12%	18%	u	u	3	-2%	-4%
13	CCCc1cc(=O)oc2cc(C)cc(OCC(=O)NC(Cc3ccc(Cl)cc3)C(=O)O)c12 (centres undefined)	-10%	2%	-19%	22%	-18%	-11%[12.7 µM]	-3	3%	4%
14	COc1ccc(N2CCN(C(=O)C3CCN(C(=O)c4ccc([N+](=O)[O-])cc4)CC3)CC2)cc1	1%	-22%	2%	8%	-18%	-12%	2	40%[activator]	2%
15	COc1ccc(-c2nc(C)c(CCNC(=O)c3cccc(C)c3)s2)cc1OC	6%	-2%	4%	8%[57 µM]	-22%	15%[59 µM]	-2	2%	5%
16	Cc1ccccc1-c1nnc(SCC(=O)N2CCCCC2)o1	0%	3%	-1%	12%	12%	u	0	1%	7%
17	CC(C)[C@@H](C(=O)NC1CC1)N1C(=O)N2CCc3c([nH]c4ccccc34)[C@@]2(C)C1=O	i	-33%	8%	39%	-22%	-9%[12.7 µM]	-5	11%	2%
18	COc1ccc(OC)c(-c2noc(N3CCN(c4cc(Cl)ccc4C)CC3)n2)c1	i	0%	0%	23%	-28%	-6%[59 µM]	-4	-13%	1%
19	CC1CN(S(=O)(=O)c2ccc(CN3C(=O)c4cccnc4C3=O)s2)c2ccccc2O1 (centres undefined)	0%	-38%	1%	16%	-32%	x	5	1%	15%
20	NC(=O)c1cc[n+](Cc2ccc([N+](=O)[O-])cc2)cc1	-6%	-5%	7%	29%	-9%	-18%	4	-2%	4%
21	Cc1ccc(Cl)cc1NC(=S)N1CCC(c2ccccc2)C1 (centres undefined)	2%	-18%	1%	40%[activator]	2%	30%	1	12%	-13%
22	O=C(O)c1ccc(NC(=O)C2C3CCC(C3)C2C(=O)O)cc1 (centres undefined)	-5%	3%	2%	34%	-8%	-3%[2.33 µM]	-4	12%	-1%
23	Cc1ccc(OCCn2c(NC(=O)c3ccco3)nc3ccccc32)cc1	11%	u	1%	32%	-13%	26%[59 µM]	2	9%	-1%
24	O=C(CCN1CCc2ccccc2C1)Nc1ccc(F)c(F)c1	-3%	5%	4%	39%[activator]	-10%[11.4 µM]	x	0	17%	-10%
25	Cc1nc2nc(SCC(=O)NCCCN3CCCCCC3)nn2c(C)c1Cc1ccccc1Cl	5%	-29%	16%	17%	u	79µM*	0	-7%	1%
26	COc1ccc(-c2cc(-c3nc(-c4cc(OC)c(OC)c(OC)c4)no3)[nH]n2)c(OC)c1	-7%	-1%	u	33%	-24%	-2%[59 µM]	3	4%	2%
27	O=C(Nc1nnc(S(=O)(=O)N2CCOCC2)s1)c1ccc(Cl)cc1	-10%	4%	3%	38%	6%	18%	1	-5%	18%
28	COc1ccc(NC(=O)CN2C(=O)COc3ccc(S(=O)(=O)N4CCCCCC4)cc32)cc1	-6%&7%	-4%&8%	-1%&1%	42%&17%[activator]	3%&4%	35%	4&-15	-7%&5%	-5%&-7%
29	O=C1NC2(CCCCC2)N=C1c1ccccc1	5%	-10%	-7%	30%	0%	-22%[59 µM]	2	3%	-5%
30	CCOC(=O)Cc1csc(NC(=O)c2ccc(Cl)nc2)n1	8%	-23%	24%	29%	-14%	4%[12.7 µM]	-4	7%	3%
31	Cc1cc2n(n1)C(c1ccco1)Nc1ccccc1-2 (centres undefined)	0%	-9%	-2%	31%	-3%	u	-5	3%	-4%
32	Cc1ccc(CNC(=O)CSc2n[nH]c(-c3ccc(F)cc3)n2)cc1	i	7%	0%	22%[57 µM]	-17%	24%[59 µM]	-1	-11%	11%
33	CCc1ccc(C(C)NC(=O)Cc2ccc(F)cc2)cc1 (centres undefined)	7%	-6%	1%	29%	-10%	-9%	-21	0%	0%
34	CCOc1ccccc1NC(=O)C(=O)c1cc(C)n(-c2cccc(C)c2C)c1C	i	-25%	-3%	34%	-19%	-36%[59 µM]	-7	-5%	-10%
35	O=c1cc(COc2ncnc3ccccc23)nc2sccn12	-5%	u	-6%	9%	-30%	7%[59 µM]	-5	6%	2%
36	O=c1cc(CN2CCN(Cc3ccccc3)CC2)c2cc3c(cc2o1)CCC3	-9%	-33%	0%	11%	-5%	u	1	-4%	-13%
37	COC(=O)C1CCN(C(=O)c2c(-c3ccccc3Cl)noc2C)CC1	-1%	-3%	0%	28%	2%	4%[59 µM]	-2	0%	2%
38	Cc1ccc(S(=O)(=O)NCC(=O)NCC(=O)N(C)Cc2ccc3ccccc3c2)cc1C	-7%	u	38%[activator]	17%	-26%	-32%	-5	19%	-8%
39	Cc1ccc(/C=N/Nc2cccc3cccnc23)c(O)c1	12%	0%	2%	19%	u	18µM*	-2	29%	-10%
40	COc1ccc(-c2nnc(SCc3nc4ccccc4c(=O)[nH]3)o2)cc1	1%	5%	-3%	28%	2%	17%	3	-3%	1%
41	COc1ccc(NC(=O)C(=O)NCCCn2ccnc2)cc1	-4%	-5%	-8%	-9%	-20%	2%	-10	-7%	-1%
42	CC(C)CCNC(=O)N1CCN(S(=O)(=O)c2ccc3c(ccn3C)c2)CC1	i	-1%	-7%	26%[57 µM]	-1%	7%[59 µM]	1	-7%	-1%
